# CHT inh: inhibitors of human choline transporter CHT | B-score at 10 µM | CHT-expressing cells, membrane potential dye, choline response; hits give low values | 0.86% of 310,000 active | AID 488975, 2010;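 active = B-score over 3 SD under the library average, and starting fluorescence ratio not unusually high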;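 note: choline stimulus applied at its EC90 after an EC20 pre-addition; B-score computed on integrated fluorescence ratio after choline addition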
# Target sequence (Q9GZV3 whole entry, looked up): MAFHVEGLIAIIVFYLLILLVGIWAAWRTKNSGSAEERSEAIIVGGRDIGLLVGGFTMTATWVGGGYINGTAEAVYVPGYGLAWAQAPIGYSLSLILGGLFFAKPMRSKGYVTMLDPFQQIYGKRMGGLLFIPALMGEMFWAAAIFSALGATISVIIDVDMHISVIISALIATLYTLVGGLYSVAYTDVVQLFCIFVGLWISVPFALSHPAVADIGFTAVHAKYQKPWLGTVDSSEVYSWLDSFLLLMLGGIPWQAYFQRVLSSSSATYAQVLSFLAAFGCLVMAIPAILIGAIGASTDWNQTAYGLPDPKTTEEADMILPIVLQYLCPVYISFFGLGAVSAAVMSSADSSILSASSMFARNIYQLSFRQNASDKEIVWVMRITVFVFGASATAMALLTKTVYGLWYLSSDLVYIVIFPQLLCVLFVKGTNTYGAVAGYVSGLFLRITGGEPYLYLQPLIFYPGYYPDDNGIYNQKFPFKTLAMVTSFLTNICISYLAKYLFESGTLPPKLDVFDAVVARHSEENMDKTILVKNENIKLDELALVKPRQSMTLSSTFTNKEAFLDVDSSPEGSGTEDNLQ
# Kir21 inh: inhibitors of mouse Kir2.1 inward-rectifier potassium channel | Inward rectifier potassium channel 2 (Mus musculus), P35561 | HEK293-Kir2.1, FluxOR thallium flux fluorescence; hits give low values | B-score at 10 µM | 0.85% of 310,000 active | AID 1672, 2009;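 active = fluorescence ratio B-score at or below minus 3 SD of library scores, with starting-brightness B-score within 2 SD, cut at about -4.2 in these data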;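 note: channel flux triggered by added potassium and thallium sulfate stimulus; B-score of peak minus minimum fluorescence over baseline after thallium stimulus; more negative B-score means stronger Kir2.1 block with less thallium influx; some compounds called inactive have numbers as strong as hits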
# Target sequence (P35561 whole entry, looked up): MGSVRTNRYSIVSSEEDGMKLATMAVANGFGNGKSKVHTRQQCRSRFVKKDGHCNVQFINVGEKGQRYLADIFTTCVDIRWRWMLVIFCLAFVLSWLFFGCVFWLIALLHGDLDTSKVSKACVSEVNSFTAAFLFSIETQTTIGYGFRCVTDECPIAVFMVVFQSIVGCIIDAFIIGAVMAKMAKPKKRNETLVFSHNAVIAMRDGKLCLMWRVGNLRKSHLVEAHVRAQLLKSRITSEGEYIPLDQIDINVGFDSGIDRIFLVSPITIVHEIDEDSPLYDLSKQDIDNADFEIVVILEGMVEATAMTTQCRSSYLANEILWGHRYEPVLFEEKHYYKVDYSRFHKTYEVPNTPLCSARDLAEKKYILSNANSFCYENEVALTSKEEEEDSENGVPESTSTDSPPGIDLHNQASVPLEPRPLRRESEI
# * = called active by the depositor; i = inactive; · = not tested or not shown.
CHT inh	Kir21 inh	Structure
i	0.37	CCOC(=O)C1=C(C)Nc2nnnn2C1c1cccc(OC)c1OC (stereo unspecified)
i	-0.51	CCN(CC)S(=O)(=O)c1ccc(N/N=C/c2ccc(O)cc2)nc1
i	-0.1	Cn1c(=O)n(C)c(=O)n(CC(=O)N2CCCCC2)c1=O
i	-1.3	O=C(COc1ccc2ccccc2c1)Nc1nccs1
i	-0.26	C=CCSc1nc(C)c2cc(C)cc(C)c2n1
i	-1.2	O=C(CCS(=O)(=O)c1ccccc1)Nc1ccccn1
i	-0.57	CCOc1ccccc1N1C(=O)c2cccnc2C1=O
i	1.6	Cc1cccc(N2CC(C(=O)Nc3nnc(SCCN4CCOCC4)s3)CC2=O)c1 (stereo unspecified)
i	-0.53	CCOC(=O)c1c(C)n(CC)c2c1cc(O)c1ccccc12
i	-0.26	COc1ccc(CNC(=O)CN(Cc2ccc(C)cc2)C(=O)c2csnn2)cc1
i	2.4	COC(CC(=O)NNC(=S)Nc1ccc(Cl)cc1)OC
i	-1.7	Cc1ccc(C(=O)OCC(=O)Nc2cc(F)ccc2F)cc1NC(=O)c1ccco1
i	1.4	COc1ccccc1CCn1c(N)cc(=O)[nH]c1=O
i	-1.1	CN(C(=O)CC(NC(=O)c1ccccc1)(c1ccccc1)c1ccccc1)c1ccccc1
i	0.27	O=C(Cn1nc(C(F)F)cc1C(F)F)NNC(=S)Nc1ccc(Cl)cc1
i	-0.02	Cc1ccc(NC(=O)c2cccc(S(=O)(=O)N3CCN(c4ccc(F)cc4)CC3)c2)nc1
i	0.51	CCSc1nc(N2CCOCC2)c2ccccc2n1
i	-2.5	CCOc1ccccc1N(C(=O)c1ccco1)C(C(=O)NC1CCCC1)c1cccnc1 (stereo unspecified)
i	-0.05	CS(=O)(=O)N(CC(N)=O)Cc1ccc(Cl)cc1
i	0.7	CC(C)(C)c1cc(CN(CCO)CCO)c(O)c(C(C)(C)C)c1
i	·	O=C(NCC1CCCO1)c1nn2c(c1Cl)NC(c1ccc(F)cc1)CC2C(F)(F)F (stereo unspecified)
i	1.7	O=c1cc(O)c2ccccc2n1Cc1ccccc1F
i	-0.04	CCOc1c(N2CCCCC2)c(=O)c1=O
i	-0.13	CC(C)Cc1nnc(NC(=O)CCC(=O)N2CCN(Cc3ccc(Cl)cc3)CC2)s1
i	-1.7	C=CCSC1=C(C#N)C(c2ccccc2Cl)C(C(=O)c2cccs2)C(O)(C(F)(F)F)N1 (stereo unspecified)
i	0.87	O=C(NCC(=O)N(c1cccnc1)C(C(=O)NC1CCCCC1)c1ccccc1F)c1ccco1 (stereo unspecified)
i	0.08	Cc1nnc2ccc(Oc3ccc(-c4ccccc4)cc3)nn12
i	0.1	O=C(Nc1cccc(NC(=O)c2ccccc2F)c1)c1ccccc1
i	-0.48	CCOC(=O)COc1cc(O)c2c(=O)cc(-c3ccccc3)oc2c1
i	0.45	COc1ccc(CNC(=S)Nc2ccc(S(N)(=O)=O)cc2)cc1
i	·	CC(=O)N1CCc2cc(S(=O)(=O)NCCC(=O)NC3CCN(Cc4ccccc4)CC3)ccc21
i	0.66	CC(=O)c1cccc(NC(=O)c2ccccc2-c2ccccc2C(=O)O)c1
i	-0.32	CC(C)CCN1CCN(Cc2cccc3cccnc23)CC1CCO (stereo unspecified)
i	-0.14	CCOc1ccc(C(C)=O)cc1N1C(=O)C2C(C1=O)C1C=CC2C12CC2 (stereo unspecified)
i	0.64	CCOC(=O)c1cc(-c2csc(Nc3ccccc3Cl)n2)on1
i	-0.07	CC(C)C(c1nnnn1C1CCCC1)N1CCc2ccccc21 (stereo unspecified)
i	-2.6	Cc1ccc(NC(=O)C(C)SCC(=O)Nc2ccc(F)cc2)cc1S(=O)(=O)N1CCOCC1 (stereo unspecified)
i	-1.8	CCc1ccc(-c2cc(C)no2)cc1S(=O)(=O)NCCN1CCC(C)CC1
i	-0.78	COc1ccc(C2OC(=O)CC2C(=O)N2CCN(c3cc(Cl)ccc3C)CC2)cc1OC (stereo unspecified)
i	0.49	CCCNC(=O)CCn1cc(-c2ccc(OC)cc2)nc1CCN
i	0.07	COc1ccc(OC)c(NC(=O)CC2SC(=Nc3ccccc3)N(CCc3ccccn3)C2=O)c1 (stereo unspecified)
i	0.18	O=S(=O)(c1ccccc1)N(C1=NCCS1)S(=O)(=O)c1ccccc1
i	-4.9*	CCOC(=O)c1nnn(-c2nonc2N)c1-c1ccccc1Cl
i	0.17	C/C=C\C=C/C(=O)Nc1cccc(C2=NOC3(C2)C[C@@H](C(N)=O)N(C(=O)/C=C/CC)C3)c1 (stereo partly specified)
i	0.59	O=C(Nc1ccccc1C(=O)NCc1cccnc1)c1cccc([N+](=O)[O-])c1

# Complete entries, quoted from the list.
# Entry for `CCCNC(=O)CCn1cc(-c2ccc(OC)cc2)nc1CCN` → CHT inh: i; Kir21 inh: 0.49
# Entry for `Cc1ccc(C(=O)OCC(=O)Nc2cc(F)ccc2F)cc1NC(=O)c1ccco1` → CHT inh: i; Kir21 inh: -1.7

# (cont.)
CHT inh	Kir21 inh	Structure
i	0.03	N#Cc1ccsc1NC(=O)CN1CCN(c2ccccn2)CC1
i	0.02	O=C(CSc1nc2[nH]ncc2c(=O)n1-c1ccc(Cl)c(Cl)c1)NCc1ccccc1Cl
i	0.19	CC(C)[C@@H]1N[C@]2(C(=O)Nc3ccccc32)[C@@H]2C(=O)N(c3cccc(C(F)(F)F)c3)C(=O)[C@@H]21
i	-1	COC(=O)NNC(=O)CCCOc1ccc(Cl)cc1Cl
i	2.2	Cc1cc(N2CCCCC2)nc(N)n1
i	0.61	CCOC(=O)C(C)Oc1c(Br)cc(C2NC(=O)NC(C)=C2C(C)=O)cc1OCC (stereo unspecified)
i	0.18	CCOC(=O)N1CCC(NC(=O)c2cccn3c(=O)c4cc(Br)ccc4nc23)CC1
i	2.2	COc1ccc(C(=O)N2CCN(c3ccc(C)cc3C)CC2)cc1OC
i	0.45	CCCCn1c(N)c(N(CCOC)C(=O)c2ccc(-c3ccc(Cl)cc3)o2)c(=O)[nH]c1=O
i	0.13	CCOC(=O)C1CCN(C(=O)c2sc3nc(-c4ccccc4)cn3c2C)CC1
i	-1.7	COc1ccccc1OCCC(=O)Nc1nc(C)cs1
i	-0.41	Cc1nc2ccccn2c1C(=O)Nc1ccc2c(c1)OCCO2
i	0.26	O=C(CN1C(=O)NC2(CCCC2)C1=O)NCC1CCCO1 (stereo unspecified)
i	-0.53	CN(C(=S)NC1CCCCC1)C1(c2ccccc2Cl)CCCCC1=O (stereo unspecified)
i	2.2	Cc1nc2ccc(NC(=O)c3ccc([N+](=O)[O-])cc3)cc2s1
i	0.5	Cc1ccc(CNC(=O)CCSCCC(=O)NCc2ccc(C)cc2)cc1
i	-0.17	COc1ccc(NC(=O)c2ccc(Cl)c(S(=O)(=O)N3CCc4ccccc4C3)c2)cn1
i	1.1	Cn1c(N)c(C(=O)COC(=O)CSc2cccc3cccc(Cl)c23)c(=O)n(C)c1=O
i	0.89	O=C(COc1ncnc2scc(-c3ccc(F)cc3)c12)NCc1ccco1
i	-0.85	O=C(COC(=O)c1cc([N+](=O)[O-])ccc1Cl)NC1CCCC1
i	1.3	COc1ccc(C(CNC(=O)c2ccc(-c3ccccc3Cl)o2)N2CCOCC2)cc1 (stereo unspecified)
i	0.93	CCc1nnc(NC(=O)CCC(=O)N2CCN(Cc3ccccc3)CC2)s1
i	0.21	COc1ccccc1C(=O)C1CCCN(C(=O)c2ccc3c(c2)OCCO3)C1 (stereo unspecified)
i	0	CCN1CCN(C(=O)c2cc(=O)c3cc(C)ccc3o2)CC1
i	-0.08	Clc1ccc(Br)cc1-c1nc(-c2ccncc2)no1
i	0.01	COc1ccccc1C(c1nnnn1C(C)(C)C)N1CCN(C(=O)c2ccco2)CC1 (stereo unspecified)
i	-0.21	COC(=O)C(CC(=O)O)NCc1ccco1 (stereo unspecified)
i	2	C/C(=N\NC(=O)CCc1c[nH]c2ccccc12)c1cccc([N+](=O)[O-])c1
i	-1.1	CSc1ccccc1OCc1cc(C(=O)N(C)Cc2ccc(C)o2)no1
i	-0.94	O=S(=O)(Cc1ccccc1)N1CCC(c2nc(-c3cccs3)no2)CC1
i	-0.38	O=C(NCc1ccco1)c1ccc(S(=O)(=O)N2CCOCC2)cc1
i	0	CCOC(=O)c1c(NC(=O)CN2C(=O)C(=O)N(CC(C)C)C2=O)sc(C)c1CC
i	1.9	O=C(O)C(=O)Nc1ccc(NC(=O)C(c2ccccc2)c2ccccc2)cc1
i	-0.35	COc1ccc(C(=O)NC(=C(Cl)Cl)S(=O)(=O)c2ccc(C)cc2)cc1
i	1.8	Cc1ccc(C(=O)N2CCCC(c3ccccc3)=N2)cc1
i	-2.2	CN(C)CCCN(Cc1cc2cc3c(cc2[nH]c1=O)OCO3)C(=S)Nc1cccc(Cl)c1
i	0.38	C=C(C)c1cccc(C(C)(C)NC(=O)NNC(=O)c2ccccc2O)c1
i	0.28	COC(=O)N/N=C(\C)c1ccc(OC(F)F)cc1OC(F)F
i	·	O=C(Nc1ccc2c(c1)CCC2)c1cnn2c1NC(c1ccco1)CC2C(F)(F)F (stereo unspecified)
i	0.67	CCn1c(SCc2nc3cc(OC)c(OC)cc3c(=O)[nH]2)nc2ccccc21
i	2.5	COc1ccc(C2C(C#N)=C(N)Oc3n[nH]c(C)c32)cc1CN1CCN(c2ccc(F)cc2)CC1 (stereo unspecified)
i	0.58	COc1cc(OC)c2c(=O)cc(-c3cccnc3)oc2c1
i	0.08	CCOc1ccccc1-c1nc(-c2cc3ccc(C)cc3[nH]c2=O)no1
i	0.6	Cc1cccc(NC(=O)c2ccccc2Br)n1
i	0.67	COc1cccc(CNC(=O)C2CCN(S(=O)(=O)c3ccc4c(c3)OCCO4)CC2)c1
i	2.5	COC(=O)c1ccc(CN2CCC(n3nccc3NC(=O)C3CC3)CC2)cc1
i	-0.2	c1ccc2c(c1)N1CCN=C1N2CCN1CCCCC1
i	-1.8	CCOC(=O)CCCC(=O)N1CCOCCOCCOCC1
i	0.2	COc1cc2ccccc2cc1C(=O)NC(=S)Nc1nnn(C)n1
i	-0.37	Cc1cc(C)c(NC(=O)C2CC3CCC2C3)c(C)c1 (stereo unspecified)
i	0.04	N#Cc1ccc(/C=N/NC(=O)c2ccccc2F)cc1
i	-0.15	COc1ccc(OC)c2c(C)cc(N3CCN(C(=O)c4ccc(C)cc4)CC3)nc12
i	0.97	C=CCN(C(=O)c1ccc2c(c1)nnn2C)c1ccccc1
i	0.22	CC1CCCCN1C(=O)CSc1nnc(-c2cccs2)o1 (stereo unspecified)
i	-1.1	Cc1ccccc1CC(=O)N1CCCc2ccccc21
i	2.1	CC(C)COC(=O)N(C)c1ccc(C(O)(C(F)(F)F)C(F)(F)F)cc1
i	-1.3	O=C(Cn1c(C(=O)N2CCN(C3CCCCC3)CC2)cc2sccc21)c1ccccc1
i	1.8	O=C1CCCc2nc(NCc3ccco3)ncc21
i	0.27	CN1c2ccccc2C(=O)C(=C2SCCCS2)S1(=O)=O
i	0.03	OCCC1CN(CC2CCCCC2)CCN1CC1CCCCC1 (stereo unspecified)

# Following part
CHT inh	Kir21 inh	Structure
i	3	COc1cc(Cl)c(C)cc1NC(=O)COC(=O)c1cnc(C)cn1
i	0.12	C/C(=N\Nc1ccc(S(N)(=O)=O)cc1[N+](=O)[O-])c1ccccc1O
i	-2.2	CCN(CC)S(=O)(=O)c1ccc(OC)c(NC(=O)/C=C/c2ccco2)c1
i	-0.99	COC(=O)C(NC(=O)c1ccco1)(Nc1cc(C)ccn1)C(F)(F)F (stereo unspecified)
i	1.6	CC(C)Oc1ccc(C(=O)N(CN2CCCC2=O)c2ccc(F)cc2)cc1
i	1	CC1(c2nnc(Cc3ccccc3)o2)CC(c2cccc(Cl)c2)=NO1 (stereo unspecified)
i	1.6	Cc1cc(C(=O)NN=C(Cc2ccccc2)Cc2ccccc2)c(C)o1
i	-1.9	O=C(Nc1ccc(CN2CCS(=O)(=O)CC2)cc1)c1ccccc1
i	0.99	CCOc1ccc2nc(NC(=O)C3=NNC(=O)CC3)sc2c1
i	0.23	Nc1c(NC2CCCCC2)c2ccccc2oc1=O
i	1.2	COc1ccc(-c2cc(C3CCN(c4ccc(C(C)=O)cc4[N+](=O)[O-])CC3)[nH]n2)cc1
i	-0.14	Cc1nc([N+](=O)[O-])c(SCC(N)=O)n1Cc1ccccc1
i	-0.91	CN(C)/C=C(\C#N)C(=O)Nc1ccc(F)cc1
i	1.2	COc1ccc(N2C(=O)C3CCCN3C2c2ccc(F)cc2)cc1Cl (stereo unspecified)
i	-0.25	O=C1CNC(=S)N1Cc1ccccc1Cl

# In the list so far, these contain a nitro group on carbon:
CHT inh	Kir21 inh	Structure
i	0.59	O=C(Nc1ccccc1C(=O)NCc1cccnc1)c1cccc([N+](=O)[O-])c1
i	2.2	Cc1nc2ccc(NC(=O)c3ccc([N+](=O)[O-])cc3)cc2s1
i	-0.85	O=C(COC(=O)c1cc([N+](=O)[O-])ccc1Cl)NC1CCCC1
i	2	C/C(=N\NC(=O)CCc1c[nH]c2ccccc12)c1cccc([N+](=O)[O-])c1
i	0.12	C/C(=N\Nc1ccc(S(N)(=O)=O)cc1[N+](=O)[O-])c1ccccc1O
i	1.2	COc1ccc(-c2cc(C3CCN(c4ccc(C(C)=O)cc4[N+](=O)[O-])CC3)[nH]n2)cc1
i	-0.14	Cc1nc([N+](=O)[O-])c(SCC(N)=O)n1Cc1ccccc1

# The list continues.
CHT inh	Kir21 inh	Structure
i	-0.42	COc1ccc(-n2c(C)cc(C(=O)CN3C(=O)C(=O)N(Cc4ccccc4)C3=O)c2C)cc1
i	-0.18	C/C(=N\Nc1nc(C)cc(-c2ccccc2)n1)c1ccccc1
i	-1.5	O=C(CSc1nc2ccccc2c(=O)n1CCCN1CCOCC1)N1CCN(c2ccccc2)CC1
i	-0.77	CSc1ncccc1C(=O)NCC(=O)Nc1ccc(F)c(F)c1

# Compound activity deposited in PubChem by Johns Hopkins Ion Channel Center.
